Assay outcomes (PubChem)
MKP-3 inhibition: inhibition of rat DUSP6 enzyme activity – biochemical, in vitro, primary screen (AID 425). inhibition, % at 20 µM, or IC50 in µM where a hit was titrated. hit rate 0.17% among 110,000. recombinant MKP-3 phosphatase activity, fluorescence; higher % means a stronger effect; in the data active = inhibition above about 50%;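 also: plate controls were vehicle for no effect and reference inhibitor for full effect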
Hsp70 inhibitors: Hsp70 inhibitors, probe displacement, primary screen, biochemical, fluorescence polarization (AID 583). displacement, % at 20 µM; hits with a dose series show IC50 in µM. Hsp70 fluorescence polarization probe displacement, mP; higher % means a stronger effect. hit rate 0.06% among 140,000; in the data active = displacement above about 50%;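 also: plate controls were vehicle for no effect and reference ligand for full effect; a part of the inactive calls stands beside numbers as strong as those of hits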
* hit, by the source's call; & = joins results of further samples.

Cc1cc(=O)oc2cc(OCC(=O)Nc3nnc(CC(C)C)s3)ccc12 was read as Hsp70 inhibitors -11%.
For CCC(CC)C(=O)Nc1cc(C)cc(C)c1 the results were MKP-3 inhibition 2% and Hsp70 inhibitors 0.6%.
Screening CCCn1nc(C(=O)Nc2cccc(C(=O)OC)c2)c2ccccc2c1=O returned MKP-3 inhibition -8% and Hsp70 inhibitors 8.8%.
Screening CCOC(=O)c1nnn(-c2nonc2N)c1CN(C)C1CCCCC1 returned MKP-3 inhibition 5% and Hsp70 inhibitors -2.3%.
For CC1=CC(C)C2C(=O)N(c3ccccc3)C(=O)C2C1 (stereo not drawn) the results were MKP-3 inhibition 0% and Hsp70 inhibitors 4.5%&8.5%.
For COC(=O)C(C(c1ccccc1)c1cc2ccccc2[nH]1)[N+](=O)[O-] (stereo not drawn) the results were MKP-3 inhibition 3% and Hsp70 inhibitors -0.3%.
For Oc1ccc(CNc2ccccc2)c2cccnc12 the results were MKP-3 inhibition 0% and Hsp70 inhibitors 1.6%.
`CCCCC(=O)Nc1ccc2c(c1)nc(CCN1CCOCC1)n2C` gave MKP-3 inhibition -2% and Hsp70 inhibitors 1.4%.
`CC1(C)CC(=O)c2c(nn(-c3ccccc3)c2N)C1` gave MKP-3 inhibition 1% and Hsp70 inhibitors -0.9%.
`O=C(c1ccco1)N1N=C(c2cccs2)CC1c1ccc(F)cc1` (stereo not drawn) gave Hsp70 inhibitors 2.7%.
Screening CSCCOC(=O)C1=C(C)NC(=O)CC1c1ccccc1Cl (stereo not drawn) returned MKP-3 inhibition 24% and Hsp70 inhibitors -2.7%.
For COc1cccc(-n2c(SCC(=O)Nc3nccs3)nnc2-c2ccoc2C)c1 the results were Hsp70 inhibitors -0.8%.
Screening CS(=O)(=O)N1CCN(C/C=C/c2ccccc2)CC1 returned Hsp70 inhibitors -0.8%.
Screening Cc1ccc2c(Cl)cc(Cl)c(OCC(=O)NC(=O)NCc3ccco3)c2n1 returned MKP-3 inhibition -11% and Hsp70 inhibitors 2.2%.
`Cc1ccccc1CSc1nnc(-c2cccs2)n1Cc1ccco1` gave Hsp70 inhibitors -1.5%.

2 compounds picked at random from the list so far, as already listed:
Cc1cc(=O)oc2cc(OCC(=O)Nc3nnc(CC(C)C)s3)ccc12 was read as Hsp70 inhibitors -11%.
`O=C(c1ccco1)N1N=C(c2cccs2)CC1c1ccc(F)cc1` (stereo not drawn) gave Hsp70 inhibitors 2.7%.

The list continues.
Screening N#Cc1cc([N+](=O)[O-])cnc1Sc1ccccc1 returned MKP-3 inhibition 1% and Hsp70 inhibitors -1.5%.
For O=S(=O)(CCN(CCS(=O)(=O)C(F)(F)F)CC1CCCO1)C(F)(F)F (stereo not drawn) the results were MKP-3 inhibition 10% and Hsp70 inhibitors -0.9%.
Fc1cc2ncn(Cc3ccccc3)c2cc1F was read as MKP-3 inhibition -4% and Hsp70 inhibitors 3.1%.
For Cn1cc(CCC(=O)NCc2ccc3c(c2)OCO3)c2ccccc21 the results were Hsp70 inhibitors -2.4%.
For CCOC(=O)c1cn(CC)c2cc(N3CCSCC3)c(F)cc2c1=O the results were MKP-3 inhibition 2% and Hsp70 inhibitors -3.7%.
CCCC(c1nnnn1C(C)(C)CC)N(Cc1ccco1)Cc1cc2ccc(OC)cc2[nH]c1=O (stereo not drawn) was read as MKP-3 inhibition -10% and Hsp70 inhibitors 1.2%.
For Cc1cc(C(=O)NCc2cccs2)cs1 the results were MKP-3 inhibition -3% and Hsp70 inhibitors 2.4%.
`C#CCOc1ccc(/C=C2\C(=O)NC(=O)N(c3ccc(F)cc3)C2=O)cc1Br` gave MKP-3 inhibition 0% and Hsp70 inhibitors -7.8%.
Cc1ccc(NC(=O)c2nnn(-c3cc(C)cc(C)c3)c2N)cc1 was read as MKP-3 inhibition 14% and Hsp70 inhibitors 2.2%.
For CN(C)/C=C(/C#N)C(=O)c1cccc(Oc2ccc(C(C)(C)C)cc2)c1 the results were Hsp70 inhibitors 10%.
`COc1cccc(OC)c1C(=O)NCC1CCCO1` (stereo not drawn) gave MKP-3 inhibition 1% and Hsp70 inhibitors 0.7%.
`O=C(COc1cccc2ccccc12)NCc1ccccn1` gave MKP-3 inhibition 2% and Hsp70 inhibitors 1.1%.
`COc1ccc(OC)c(/C=C/C(=O)NCC2CCCO2)c1` (stereo not drawn) gave MKP-3 inhibition 0% and Hsp70 inhibitors -1.9%.
`CCOC(=O)c1c(NC(=O)C2c3ccccc3Oc3ccccc32)sc(C(C)=O)c1C` gave MKP-3 inhibition 3% and Hsp70 inhibitors 1.4%.
`CCCC(=O)Nc1c2c(nn1-c1ccc(OC)cc1)CS(=O)C2` (stereo not drawn) gave MKP-3 inhibition 6% and Hsp70 inhibitors -0.6%.
For COc1ccc(C(=O)Nc2ccccc2C(=O)NCCC(=O)NCc2ccco2)cc1 the results were MKP-3 inhibition 4% and Hsp70 inhibitors -6.6%.
COc1ccc(-c2cn3cc(Cl)ccc3n2)cc1OC was read as MKP-3 inhibition -11% and Hsp70 inhibitors -0.5%.
Screening O=C(O)c1ccc(CSCc2c(F)cccc2Cl)o1 returned MKP-3 inhibition -3% and Hsp70 inhibitors 1.0%.
`CCCS(=O)(=O)N1CCCC(C(=O)NCCCOCC)C1` (stereo not drawn) gave MKP-3 inhibition -10% and Hsp70 inhibitors -2.1%.
CCOC(=O)Cc1c[nH]c2ccccc12 was read as MKP-3 inhibition -3% and Hsp70 inhibitors -0.7%.
Screening Cc1ccc2[nH]c3nc(N/N=C/c4ccc(-c5ccc(Cl)cc5)o4)nnc3c2c1 returned MKP-3 inhibition 0% and Hsp70 inhibitors -8.2%.
For COc1c([N+](=O)[O-])c(=O)oc2ccccc12 the results were MKP-3 inhibition -11% and Hsp70 inhibitors 5.0%.
For COc1ccc(OC)c(NC(=O)CN(c2ccccc2OC)S(=O)(=O)c2ccccc2)c1 the results were MKP-3 inhibition 1% and Hsp70 inhibitors -3.3%.
For CCCOC(=O)C1=C(C)NC2=C(C(=O)CCC2)C1c1ccc(N(C)C)cc1 (stereo not drawn) the results were MKP-3 inhibition -1% and Hsp70 inhibitors 1.4%.
CC1(C)CC(=O)C(C=NCC2CCN(C(=O)Nc3ccc(Cl)c(Cl)c3)CC2)=C(O)C1 was read as MKP-3 inhibition 2% and Hsp70 inhibitors -3.1%&1.5%.
Screening COc1ccc(CC(=O)N2CCN(C(=O)Cc3ccc(OC)cc3)CC2)cc1 returned MKP-3 inhibition -14%&6% and Hsp70 inhibitors -1.4%&2.8%.
For COc1ccc(CCN2C(=O)CC(N3CCN(Cc4ccc5c(c4)OCO5)CC3)C2=O)cc1OC (stereo not drawn) the results were MKP-3 inhibition 0% and Hsp70 inhibitors 2.2%.
For O=C(c1ccc(Cl)nc1)N1CCc2ccccc2C1 the results were Hsp70 inhibitors -0.8%.
For Cc1cc(NC(=O)c2ccc(C(C)(C)C)cc2)ccc1NC(=O)c1ccco1 the results were MKP-3 inhibition 3% and Hsp70 inhibitors -7.0%.
`Cc1ccc(S(=O)(=O)CC2CSc3nnc(C)c(=O)n32)cc1` (stereo not drawn) gave MKP-3 inhibition 2% and Hsp70 inhibitors 1.3%.
`O=C1CC(N2CCN(c3nc4ccccc4s3)CC2)C(=O)N1c1ccc(F)cc1` (stereo not drawn) gave MKP-3 inhibition -3% and Hsp70 inhibitors 3.2%.
`CCCCn1cnc2c1c(=O)n(C)c(=O)n2C` gave MKP-3 inhibition -4% and Hsp70 inhibitors 3.3%.
`Cc1nc([N+](=O)[O-])c(N2CCN(C)CC2)n1Cc1ccccc1` gave Hsp70 inhibitors 2.6%.
O=C(O)c1cccc(NC(=O)c2ccccc2F)c1 was read as MKP-3 inhibition 5% and Hsp70 inhibitors 3.6%.
For COc1ccc(NCC(=O)Nc2ccc(Cl)cc2C)c(OC)c1 the results were MKP-3 inhibition -4% and Hsp70 inhibitors 1.6%.
`O=C(CCN1C(=O)c2ccccc2C1=O)Oc1ccc2ccccc2c1` gave Hsp70 inhibitors -5.0%.
For COc1cccc(C(=O)NCc2cccnc2)c1 the results were MKP-3 inhibition -12% and Hsp70 inhibitors 5.6%.
Screening Cc1cc(Cl)ccc1OCc1nc(-c2ccc(O)cc2)n[nH]1 returned MKP-3 inhibition -4% and Hsp70 inhibitors -0.8%.
O=C(CN1C(=O)CCSc2ccccc21)Nc1ccc2c(c1)OCO2 was read as MKP-3 inhibition -1% and Hsp70 inhibitors 4.5%.
For CCNc1cc(Nc2ccc(C)cc2)c2c3c(onc13)-c1ccccc1C2=O the results were MKP-3 inhibition 21% and Hsp70 inhibitors -7.7%.
CC(C)c1ccc(NC(=O)NC2CCCCC2)cc1 was read as MKP-3 inhibition -11%.
COCC(C)N=CC1=C(O)CC(C)(C)CC1=O (stereo not drawn) was read as MKP-3 inhibition -3% and Hsp70 inhibitors -2.0%.
Screening COc1cc(NC(=O)c2cccc([N+](=O)[O-])c2)cc(OC)c1 returned MKP-3 inhibition -3% and Hsp70 inhibitors 1.1%.
`CCOc1ccc(C=C2C(=O)NC(=S)NC2=O)cc1Cl` gave MKP-3 inhibition -2% and Hsp70 inhibitors -4.5%.
For Oc1ccc(/C=N/N2CCN(Cc3cccc4ccccc34)CC2)cc1O the results were MKP-3 inhibition 7% and Hsp70 inhibitors 0.9%.
Screening CC(C)(C)OC(=O)COc1ccc2c3c(c(=O)oc2c1)CCC3 returned MKP-3 inhibition -2% and Hsp70 inhibitors 4.0%.
For O=C(NCc1ccccn1)C(Sc1ccccc1)c1ccccc1 (stereo not drawn) the results were MKP-3 inhibition 1% and Hsp70 inhibitors 2.8%.
O=S(=O)(c1ccc(F)cc1)N1CCN(c2ccccc2)CC1 was read as Hsp70 inhibitors -11%.
O=C(COn1nnc2ccc(C(F)(F)F)cc21)Nc1nnc(-c2ccccc2)o1 was read as MKP-3 inhibition -9% and Hsp70 inhibitors 2.6%.
Screening CN(C)c1ccc(N2C(=O)C=CC2=O)cc1 returned MKP-3 inhibition 2% and Hsp70 inhibitors -3.5%.
`Cc1occc1C(=O)Nc1cc(C(F)(F)F)ccc1Cl` gave MKP-3 inhibition 5% and Hsp70 inhibitors 0.1%.
`COc1cccc(C2=NOC(C(=O)Nc3cccnc3)C2)c1` (stereo not drawn) gave MKP-3 inhibition 3% and Hsp70 inhibitors 7.9%.
Screening CCn1c(=O)c(C(=O)CN(C)Cc2cccc(OC)c2OC)c(N)n(Cc2ccccc2)c1=O returned Hsp70 inhibitors 4.0%.
Cc1onc(-c2c(F)cccc2Cl)c1C(=O)N1CCCc2ccccc21 was read as MKP-3 inhibition -8% and Hsp70 inhibitors 7.0%.
COc1ccc(S(=O)(=O)N(CC(=O)NCc2ccco2)c2ccccc2)cc1OC was read as MKP-3 inhibition -6% and Hsp70 inhibitors -2.6%.
`Cc1ccccc1N1CCN(c2ncnc3scc(-c4cccs4)c23)CC1` gave Hsp70 inhibitors 3.4%.
Screening O=C1NN(c2ccc(Br)cc2)C(=O)/C1=C\c1ccc(O)cc1O returned MKP-3 inhibition 0% and Hsp70 inhibitors 5.9%.
Screening COc1ccc(-c2cc(C(=O)Nc3c(C)nn(Cc4ccc(Cl)cc4)c3C)no2)cc1 returned MKP-3 inhibition 2%.
C=CCC(O)(CCN1CCCCC1)c1ccccc1 (stereo not drawn) was read as MKP-3 inhibition -5% and Hsp70 inhibitors 0.8%.
Screening Cc1ccc(NC(=O)C(=O)NCc2ccco2)c(C)c1 returned MKP-3 inhibition 3% and Hsp70 inhibitors 0.0%.
Screening O=C(O)c1ccc(COc2ccc(Cl)cc2)o1 returned MKP-3 inhibition -3% and Hsp70 inhibitors 0.8%.
CCOC(=O)c1nn(-c2ccccc2)c(C#N)c1NC(=O)c1nn(CC)cc1Br was read as MKP-3 inhibition 1% and Hsp70 inhibitors -1.1%.
Screening c1ccc(Oc2cccc(CSc3nnc4c(n3)[nH]c3ccccc34)c2)cc1 returned MKP-3 inhibition 2% and Hsp70 inhibitors 6.5%.

By substructure: the entries above containing a furan ring, fused or not.
`O=C(c1ccco1)N1N=C(c2cccs2)CC1c1ccc(F)cc1` (stereo not drawn) gave Hsp70 inhibitors 2.7%.
For COc1cccc(-n2c(SCC(=O)Nc3nccs3)nnc2-c2ccoc2C)c1 the results were Hsp70 inhibitors -0.8%.
Screening Cc1ccc2c(Cl)cc(Cl)c(OCC(=O)NC(=O)NCc3ccco3)c2n1 returned MKP-3 inhibition -11% and Hsp70 inhibitors 2.2%.
`Cc1ccccc1CSc1nnc(-c2cccs2)n1Cc1ccco1` gave Hsp70 inhibitors -1.5%.
CCCC(c1nnnn1C(C)(C)CC)N(Cc1ccco1)Cc1cc2ccc(OC)cc2[nH]c1=O (stereo not drawn) was read as MKP-3 inhibition -10% and Hsp70 inhibitors 1.2%.
For COc1ccc(C(=O)Nc2ccccc2C(=O)NCCC(=O)NCc2ccco2)cc1 the results were MKP-3 inhibition 4% and Hsp70 inhibitors -6.6%.
Screening O=C(O)c1ccc(CSCc2c(F)cccc2Cl)o1 returned MKP-3 inhibition -3% and Hsp70 inhibitors 1.0%.
Screening Cc1ccc2[nH]c3nc(N/N=C/c4ccc(-c5ccc(Cl)cc5)o4)nnc3c2c1 returned MKP-3 inhibition 0% and Hsp70 inhibitors -8.2%.
For Cc1cc(NC(=O)c2ccc(C(C)(C)C)cc2)ccc1NC(=O)c1ccco1 the results were MKP-3 inhibition 3% and Hsp70 inhibitors -7.0%.
`Cc1occc1C(=O)Nc1cc(C(F)(F)F)ccc1Cl` gave MKP-3 inhibition 5% and Hsp70 inhibitors 0.1%.
COc1ccc(S(=O)(=O)N(CC(=O)NCc2ccco2)c2ccccc2)cc1OC was read as MKP-3 inhibition -6% and Hsp70 inhibitors -2.6%.
Screening Cc1ccc(NC(=O)C(=O)NCc2ccco2)c(C)c1 returned MKP-3 inhibition 3% and Hsp70 inhibitors 0.0%.
Screening O=C(O)c1ccc(COc2ccc(Cl)cc2)o1 returned MKP-3 inhibition -3% and Hsp70 inhibitors 0.8%.

Only part of the results is shown. The share of hits here may be higher or lower than overall.
